# L929 necroptosis: L929 zVAD cell death inhibition; L929 zVAD necroptosis rescue, ATP luminescence, 24 h; with zVAD 60 µM; viability rescue, % at 10 µM; 0.38% of 220,000 active; AID 1377;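 active = activation, scaled between plate controls, above about 75%, limit read from the data; inactive = activation under that limit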;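 also: 0% = zVAD with DMSO and 100% = DMSO alone without zVAD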
# EBV gp42 block: inhibitors of Epstein-Barr virus glycoprotein 42 | Q1HVG2 | Fluorescence polarization binding assay, mP read-out | inhibition, % (tested at 21.74 µM) | 0.42% of 220,000 active | AID 1085; in the data active = inhibition above about 50%
# Target sequence (Q1HVG2 whole entry, looked up): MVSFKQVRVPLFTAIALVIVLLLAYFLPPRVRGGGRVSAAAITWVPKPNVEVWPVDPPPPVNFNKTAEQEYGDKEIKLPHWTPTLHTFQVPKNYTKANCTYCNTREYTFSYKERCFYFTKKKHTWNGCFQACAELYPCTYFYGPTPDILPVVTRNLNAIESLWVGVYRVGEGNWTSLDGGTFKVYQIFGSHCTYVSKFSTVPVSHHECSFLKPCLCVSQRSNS
# Mdm2 ligase inh: Mdm2 E3 ligase (human) inhibition. Q00987. cell-based MDM2 ubiquitination luciferase reporter, 2 h; 0 = plate control, 100 = twice control, blank-subtracted. signal enhancement, % at 5 µM. 0.11% of 210,000 active;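 active = signal enhancement of 30% or more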;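 also: luminescence tracks abundance of the self-degrading MDM2-luciferase fusion protein; higher signal means inhibition of MDM2 E3 ligase activity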
#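 Timing – 2 h compound exposure at 37 °C · Assay system – mammalian cells stably expressing self-ubiquitinating, self-degrading MDM2 E3–luciferase fusion · Amount – 2000 cells seeded into each well · Measure – % luminescence enhancement versus blank-corrected plate control mean · Measured by – SteadyLite luminescence, 15 min reagent step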
# Runt-CBFb FRET: inhibitors of human RUNX1 Runt domain binding to CBFb. Cerulean-Runt/Venus-CBFb FRET ratio 530/480, 1 h. AID 1496. 0.46% of 220,000 active. inhibition, % at 20 µM;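 active = inhibition over about 50% at 20 µM in the single-dose screen, limit read from the data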;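 also: 0% = DMSO wells and 100% = excess unlabeled CBFb competitor control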
#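 Doses: 20 µM compound in 1% DMSO | Material: Cerulean-labeled Runt domain protein | Amount: Each fluorescent fusion protein 100 nM | Schedule: Two 1 h room-temperature incubations shielded from light | Measured by: FRET fluorescence | Evaluation: Loss of energy transfer signal | Controls: Unlabeled CBFb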
# Hck Nef HTS: human Hck-Nef kinase inhibition; inhibition, % at 20 µM; AID 463187; Recombinant Hck-YEEI plus Nef, Z-Lyte FRET kinase assay; 0.68% of 220,000 active;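 active = Hck-Nef kinase inhibition above about 50%, limit read from the data; inactive = inhibition below that limit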;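 also: 0% = DMSO with Hck plus Nef and 100% = Hck alone without Nef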
# Target sequence (P08631 whole entry, looked up): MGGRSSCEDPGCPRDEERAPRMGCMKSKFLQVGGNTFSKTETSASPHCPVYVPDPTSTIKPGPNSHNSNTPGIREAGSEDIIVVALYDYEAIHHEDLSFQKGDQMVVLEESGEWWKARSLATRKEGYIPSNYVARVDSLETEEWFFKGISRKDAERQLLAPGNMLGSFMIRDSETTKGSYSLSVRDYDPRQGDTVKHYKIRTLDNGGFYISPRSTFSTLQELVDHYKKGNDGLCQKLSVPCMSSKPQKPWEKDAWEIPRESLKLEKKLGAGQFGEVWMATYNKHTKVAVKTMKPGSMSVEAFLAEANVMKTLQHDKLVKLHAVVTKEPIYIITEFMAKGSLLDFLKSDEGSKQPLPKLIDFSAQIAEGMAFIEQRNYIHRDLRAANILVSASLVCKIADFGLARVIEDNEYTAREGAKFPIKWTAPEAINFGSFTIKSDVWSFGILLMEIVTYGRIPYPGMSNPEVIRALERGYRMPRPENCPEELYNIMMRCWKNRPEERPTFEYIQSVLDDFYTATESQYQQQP
# Runt-SMMHC FRET: Runt domain-CBFb-SMMHC interaction inhibition; inhibition, % at 20 µM; 0.74% of 220,000 active; Cerulean-Runt/Venus-CBFb-SMMHC FRET ratio 530/480, 1 h; Q01196+Q13951;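 active = mean inhibition across duplicate retests at 20 µM reaching about 50%, limit read from the data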;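 also: 0% = DMSO wells and 100% = wells with excess untagged CBFb-SMMHC; inhibitors lower the FRET ratio by blocking Runt binding to CBFb-SMMHC; some results filed as inactive read as strong as hits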
# NCF1 inh: inhibitors of human p47phox binding; inhibition, % at 24.7 µM; 0.53% of 220,000 active; p47phox/p22phox peptide binding, fluorescence polarization, 2 h; P14598; AID 1274;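 active = inhibition above about 30%, limit read from the data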;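 also: 0% = p47phox with labelled peptide and 100% = labelled peptide alone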
# 14-3-3 Bad inh: disrupts binding of bovine 14-3-3 zeta to phospho-Bad peptide; P63103; TR-FRET 14-3-3zeta/Dy647-pBad peptide displacement, 1 h; inhibition, % at 21.7 µM; 0.71% of 220,000 active;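 active = inhibition above about 70%, limit read from the data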;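 also: 0% = full 14-3-3 plus peptide FRET controls and 100% = background without 14-3-3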
# Target sequence (P63103 whole entry, looked up): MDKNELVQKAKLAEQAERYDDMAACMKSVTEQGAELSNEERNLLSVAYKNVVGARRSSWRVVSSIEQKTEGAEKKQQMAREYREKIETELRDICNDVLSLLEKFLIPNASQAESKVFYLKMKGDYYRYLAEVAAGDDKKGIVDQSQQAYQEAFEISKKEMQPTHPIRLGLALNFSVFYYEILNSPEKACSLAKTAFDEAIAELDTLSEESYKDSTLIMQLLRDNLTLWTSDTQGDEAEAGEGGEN
# Tb hexokinase: T. brucei hexokinase 1 inhibition; recombinant TbHK1, G6PDH-coupled NADH A340; inhibition, % at 10 µM; 0.11% of 220,000 active; AID 1430;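 active = inhibition of 50% or more in the single-dose primary screen; inactive = inhibition below 50%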
# Active calls of the source: *; / = not tested or not shown; [ ] = dose if it differs, or a comment.
Structure,L929 necroptosis,EBV gp42 block,Mdm2 ligase inh,Runt-CBFb FRET,Hck Nef HTS,Runt-SMMHC FRET,NCF1 inh,14-3-3 Bad inh,Tb hexokinase
O=S(=O)(c1ccc(Cl)c(Cl)c1)c1snnc1-c1ccccc1,0.1,-5,-17,6,5,4,-17,-9,9
CC(C)N(C(=O)COC(=O)c1ccc(Cl)c(S(N)(=O)=O)c1)C(C)C,0.9,-8,-11,0,12,1,-9,0,-1
Cc1cc2ncn(/N=C/c3ccc([N+](=O)[O-])s3)c2cc1C,27,-38,-18,-6,1,-10,-10,4,-20
COC(=O)N/N=C(\C)c1ccccc1OC(F)F,/,18,-3,-3,0,6,0,8,2
CCCCN(CCCC)CCNC(=O)CSCc1ccc(C)cc1,-0.3,7,-3,0,29,0,-5,25,2
Cc1ccc2nc(-c3ccc(NC(=O)COC(=O)c4ccc([N+](=O)[O-])o4)cc3)sc2c1,1.5,3,-55,-6,11,0,-2,50[fluorescence artefact?],-12
O=C(N/N=C1\CCCc2c1[nH]c1ccc([N+](=O)[O-])cc21)c1ccncc1,-0.6,9,-16,-8,0,-12,1,-7,0
CNC(=O)C(NC(=O)CNC(=O)c1ccc(Cl)cc1)C(C)(C)C (configuration not stated),1.2,-8,-7,0,1,2,-13,-5,2
COC(=O)Cc1c(C)nc2nc(NCc3cccc([N+](=O)[O-])c3)[nH]n2c1=O,0.0,-9,-20,2,9,-1,-11,0[fluorescence artefact?],-7
CC1=CC(C)C(C[N+]2(C)CCCCC2)C(C)C1 (configuration not stated),1.7,1,-3,-12,21,6,-13,22,-4
Cc1ccc(Nc2nc(N)c([N+](=O)[O-])c(N3CCC(C)CC3)n2)cc1C,0.2,20,3,-6,1,1,3,-2,0
Cc1c(O)nc(SCC(=O)Nc2ccc3c4c(cccc24)CC3)n(-c2ccccc2)c1=O,1.0,3,-1,1,-2,-3,-23,-20,24
Cc1cc(F)ccc1N1CCC(N2CCN(CCC(C)C)C(CCO)C2)CC1 (configuration not stated),-0.5,7,-87,0,30,4,-3,0,7
CCN(Cc1ccccc1)S(=O)(=O)c1cc(C(=O)NC(C)C2CC3CCC2C3)ccc1OC (configuration not stated),3.9,-4,-9,2,0,-7,-12,-4[fluorescence artefact?],-7
Cc1ccc(OCC(=O)NC(=S)Nc2ccc(Br)cn2)cc1C,4.2,-24,5,-2,21,-3,-5,-5,-7
COc1ccc(CNc2nc3ccccc3n2C)c(O)c1,0.8,-8,/,2,21,0,0,1,5
O=C(CSc1nnc(Cc2ccccc2)o1)NC1CCCCC1,-1.0,-15,-11,0,2,-2,-8,0,0
COC(=O)c1cnn2c3c(c(C)nc12)CCCC3,-0.2,-1,5,-2,0,-4,-13,31,3
CCOCN(C(=O)Cn1cnc2ccccc21)c1c(C)cccc1CC,0.3,-8,1,0,15,-2,1,-9,4
Clc1ccc2c(c1)C1=C(C(c3ccncc3)O2)C(c2ccc(Br)cc2)n2ncnc2N1 (configuration not stated),-0.3,-9,-7,1,84*,4,-6,-8,-9
COc1ccc(OC)c2[nH]c(=O)c(CCNS(=O)(=O)c3ccc(Cl)cc3)cc12,-0.2,4,-6,0,9,4,4,-3,-1
CCC(C)(C)NC(=O)Cc1ccccc1OC,-1.4,-4,/,-1,-15,-4,-15,-1[fluorescence artefact?],5
CCN(CC)S(=O)(=O)c1ccc(/C=C/C(=O)Nc2cccc(F)c2)cc1,24,-4,4,0,2,-3,-16,-8[fluorescence artefact?],2
CCCNC(=O)c1c(N)n(-c2cc(OC)cc(OC)c2)c2nc3ccccc3nc12,72,-10,-18,33,23,109*,4,18[fluorescence artefact?],-1
OC1CCN(c2cc(-c3ccccc3)nc3cc(-c4ccc(F)cc4)nn23)CC1,61,-10,-19,2,21,8,-36,-16,0

# 2 of the compounds above, with each value named:
CC1=CC(C)C(C[N+]2(C)CCCCC2)C(C)C1 (configuration not stated)
  L929 necroptosis = 1.7	EBV gp42 block = 1	Mdm2 ligase inh = -3	Runt-CBFb FRET = -12	Hck Nef HTS = 21	Runt-SMMHC FRET = 6	NCF1 inh = -13	14-3-3 Bad inh = 22	Tb hexokinase = -4
Cc1ccc(Nc2nc(N)c([N+](=O)[O-])c(N3CCC(C)CC3)n2)cc1C
  L929 necroptosis = 0.2	EBV gp42 block = 20	Mdm2 ligase inh = 3	Runt-CBFb FRET = -6	Hck Nef HTS = 1	Runt-SMMHC FRET = 1	NCF1 inh = 3	14-3-3 Bad inh = -2	Tb hexokinase = 0

# Remaining list, next part.
Structure,L929 necroptosis,EBV gp42 block,Mdm2 ligase inh,Runt-CBFb FRET,Hck Nef HTS,Runt-SMMHC FRET,NCF1 inh,14-3-3 Bad inh,Tb hexokinase
Cc1ccc(C)c(NCCC#N)c1,0.9,-15,-8,-1,-1,-25,-2,-5,34
CNc1nnc(-c2ccncc2)s1,0.5,-11,-14,0,-20,0,-5,11,-32
CCCc1cc(=O)[nH]c(SCC(=O)N(C)C2CCS(=O)(=O)C2)n1 (configuration not stated),0.6,-25,-12,-1,0,0,-5,-1,2
COc1cc2c(cc1NC(=S)NC(=O)/C=C/c1ccc(OC)c(OC)c1)oc1ccccc12,0.0,18,5,-8,33,-13,37*,81*[fluorescence artefact?],-23
COCC(=O)N(Cc1cc2ccc(C)cc2[nH]c1=O)c1ccc(OC)cc1,0.4,-25,2,-1,0,2,1,9,-22
FC(F)(F)c1cnc2c(-c3ccccc3)n[nH]c2c1,77*,2,-14,-4,25,-2,-1,-13,-3
COc1cccc(OCC(Cn2c(C)nc3ccccc32)OC(C)=O)c1 (configuration not stated),1.1,3,2,0,-6,-8,-17,-13,-3
CCN(c1ccccc1)S(=O)(=O)c1ccc(Cl)c(C(=O)NCC2CCCO2)c1 (configuration not stated),-0.2,-2,/,0,5,1,/,1,-7
O=C1c2cccc(O)c2C(=O)c2c(O)cccc21,13,26,/,-18,4,-88,-21,-8,3
O=C(Oc1ccc(OC(=O)N2CCCCC2)cc1)N1CCCCC1,1.3,-23,-2,/,17,/,-8,2,3
Cc1cc(C)n2nc[n+](C)c2n1,-0.5,-34,-3,-5,2,4,-84,13[fluorescence artefact?],-4
O=C(COc1ccccc1-c1ccccc1)NCc1ccco1,-1.3,5,-14,2,19,0,-2,-4,18
CCn1c(CCNC(=O)c2cccs2)nnc1SCC(=O)NC1CCCCC1,-0.2,-12,-8,0,0,-1,-5,-2,6
CCC(CCC(=O)Nc1ccn(-c2ccccc2)n1)C(=O)O (configuration not stated),3.2,2,-14,0,-1,-6,-6,8,0
CCc1cc(C(=O)COc2ccccc2F)c(O)cc1O,0.6,11,-1,-1,5,-1,-20,6[fluorescence artefact?],-54
COc1ccc(OC(=O)c2cn(C)nc2C(F)(F)F)cc1,0.4,-1,-9,-1,0,2,-10,-6,5
O=C(O)CC12C[C@H]3C[C@@H](C1)CC(n1ncc(N4CCN(c5ccccc5)CC4)c(Cl)c1=O)(C3)C2,-0.1,-16,-7,-1,3,-4,-8,-2,-32
O=c1cc(O)nc[nH]1,1.4,-18,/,2,20,-4,-13,2,-1
Cc1noc(C)c1CS(=O)(=O)c1ccc(Br)cc1,-0.3,-21,-19,-3,-1,-1,-1,5,-3
Cc1c(C#N)c(O)n(CCO)c(=O)c1N=Nc1ccccc1,0.2,-36,-7,-11,15,-70,1,-2,-4
CCSc1nc2ccccc2n1Cc1nc(N)nc(N(C)C)n1,-0.2,0,-11,2,0,-1,-14,8,3
CCCC(=O)Nc1cc2c(cc1C(=O)c1ccccc1)OCCO2,0.4,-4,-14,1,0,2,-7,-9,-10
CC1CCc2nc3ccc(S(=O)(=O)N4CCC(C(=O)N5CCCCCC5)CC4)cc3c(C(=O)O)c2C1 (configuration not stated),0.9,4,-18,-2,-13,-1,-3,0,7
Cc1ccc(SCC2(O)CCN(S(=O)(=O)c3ccc(Cl)cc3)CC2)cc1,0.8,-3,-17,-1,1,2,-10,7,11
Cc1cc(C)nc(SCc2nnc(SCC(=O)N3CCCc4ccccc43)n2C)n1,0.0,-18,-11,-1,1,2,-6,-15[fluorescence artefact?],-1

# Two entries drawn at random from the list so far:
Structure,L929 necroptosis,EBV gp42 block,Mdm2 ligase inh,Runt-CBFb FRET,Hck Nef HTS,Runt-SMMHC FRET,NCF1 inh,14-3-3 Bad inh,Tb hexokinase
CCc1cc(C(=O)COc2ccccc2F)c(O)cc1O,0.6,11,-1,-1,5,-1,-20,6[fluorescence artefact?],-54
O=C(O)CC12C[C@H]3C[C@@H](C1)CC(n1ncc(N4CCN(c5ccccc5)CC4)c(Cl)c1=O)(C3)C2,-0.1,-16,-7,-1,3,-4,-8,-2,-32

# The list continues.
Structure,L929 necroptosis,EBV gp42 block,Mdm2 ligase inh,Runt-CBFb FRET,Hck Nef HTS,Runt-SMMHC FRET,NCF1 inh,14-3-3 Bad inh,Tb hexokinase
COc1ccc(N2C(=O)CC(Sc3nnc(-c4ccccc4F)n3C)C2=O)cc1 (configuration not stated),-0.8,-19,-24,13,25,9,-6,3,10
COc1cccc(CN2CCN(C(=O)c3ccc(-c4ccccc4)cc3)CC2)c1,2.3,-5,-5,-9,0,-2,-1,33,-11
CC1(C)CC(N2CCN(c3ccccc3)CC2)=CC(=[N+]2CCCC2)C1,0.6,-55,-7,-5,3,3,-14,23[fluorescence artefact?],-97
O=C(Nc1ccccc1C(=O)OCC(=O)c1c[nH]c2ccccc12)c1ccco1,1.2,-2,-13,0,4,-7,-21,13,-7
CS(=O)(=O)Cc1nc2ccccc2oc1=O,72,-17,-13,21,1,2,-14,5,1
COC(=O)C1=C(C)NC(C)=C(C(=O)OC)C1C(=O)OC(C)C(=O)c1ccccc1 (configuration not stated),1.1,-10,-3,1,-5,-2,1,-3,-10
CCOC(=O)Cn1cnc2sc(C(=O)OC)c(C)c2c1=O,-0.7,-24,-11,-1,15,3,-11,-2,-10
Cc1cc(C(=O)NCCC2=CCCCC2)no1,0.8,-2,-14,3,12,-7,-11,-2,-1
O=C1CCCN2N=C(SCC(=O)Nc3nc4ccccc4s3)SC2=N1,-0.3,-4,-15,-1,-1,2,-29,-9,1
Cc1ccc(C2C(C#N)=C(N)Oc3n[nH]c(-c4cccs4)c32)cc1 (configuration not stated),-0.1,-11,/,1,7,0,-6,9,0
CC(=O)Oc1ccc(C(=O)[C@H]2[C@H]3C(=O)N(c4ccc5ccccc5c4)C(=O)[C@H]3[C@@H]3C=CC=NN32)cc1,-0.5,-6,-9,5,2,-6,-45,-2,-11
CCCCn1c(C)csc1=Nc1cccnc1,0.3,-9,8,-2,3,-2,-12,6,21
Cc1ccc(CN2CCS(=O)(=O)CC2)cc1,0.1,4,-8,0,0,3,-8,4,6
NC(=O)c1cc(N)ccc1N1CCCCC1,0.0,-4,-40,2,24,-2,-4,-1,-4
Cc1cccc(CSc2nc3c(c(=O)n2C)SCC3)c1,-0.4,6,-6,0,-10,2,0,7,-2
CCOC(=O)c1sc(=S)n(CC)c1N,2.9,-11,15,-3,-3,4,-9,-17,-27
O=C(O)C1c2ccccc2C(=O)N(Cc2ccc(F)cc2)C1c1ccncc1 (configuration not stated),0.4,3,-9,0,-4,-2,2,0,-5
O=C(CSc1ccc2ccccc2n1)Nc1nsc(-c2ccc(Cl)cc2)n1,0.1,27,-4,-5,29,-4,19,52,6
COc1cc(/C=C(/C#N)c2nc3ccccc3c(=O)[nH]2)ccc1O,0.7,-53,-10,-40,-7,-92,-47,14,-16
